FN deposit inh: inhibitors of fibronectin matrix deposition, primary screen, AH1F cells, Alexa488-fibronectin fluorescence, plate reader. AH1F fibroblasts, overnight. inhibition, % at 12.6 µM. 0.086% of 350,000 active;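 active means mean inhibition across replicates of 30% or more, regardless of how many single replicates reach that level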;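 further: positive control wells lacked labelled fibronectin entirely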
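Material: AH1F fibroblast monolayer depositing Alexa488-labelled fibronectin into matrix / Amount: 10000 AH1F cells per well / Signal: fluorescence 485/525 nm / Medium: DMEM, 2% serum / Compound: single dose, pinned / Incubation: 1 h cell adhesion before compound, then overnight fibronectin incubation / Reagent: Alexa488-FN, 24 nM final / Read-out: inhibition of fibronectin deposition signal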
esBAF inh: Bmi1 luciferase reporter increase in mESCs, primary screen, esBAF inhibitor project, mouse ES cells, Bmi1 luciferase knock-in, single point. 24 h; 100% = twice the neutral-well signal. reporter increase, % at 12.5 µM. 2% of 350,000 active; in the data active means activation above about 40%;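 further: 0% = median of the plate's neutral control wells and 100% = double that signal; a rise in the Bmi1 reporter signal indicates esBAF inhibition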
RAD54 inh: inhibitors of human RAD54 branch migration, primary screen, biochemical, fluorescence, single point; DNA repair and recombination protein RAD54-like (Homo sapiens), Q92698; RAD54 Holliday junction branch migration, FAM/BHQ fluorescence; inhibition, % at 10.4 µM; 0.14% of 360,000 active;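 active means mean normalized replicate activity at least 40 and at least half of replicates scoring 40 or more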;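 further: 0% = median of neutral control wells and 100% = median of positive control wells; inhibitors cause a drop in the FAM fluorescence signal; in these data hits start at about 50%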
E-selectin induc: E-selectin induction in HUVECs, primary screen, imaging, HUVEC, immunofluorescence imaging, single point | P16581 | normalized: neutral wells 0, TNF-alpha wells 100 | activation, % at 7.58 µM | 0.37% of 260,000 active;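 active means mean E-selectin-positive cell signal at least 10% of the positive control, reached in at least 60% of replicates, without over 20% cell loss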;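 further: in these data hits start at about 27%; measured in HUVEC primary endothelial cells; signal is the percent of cells scored E-selectin positive by PE staining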
Target sequence (P16581 whole entry, looked up): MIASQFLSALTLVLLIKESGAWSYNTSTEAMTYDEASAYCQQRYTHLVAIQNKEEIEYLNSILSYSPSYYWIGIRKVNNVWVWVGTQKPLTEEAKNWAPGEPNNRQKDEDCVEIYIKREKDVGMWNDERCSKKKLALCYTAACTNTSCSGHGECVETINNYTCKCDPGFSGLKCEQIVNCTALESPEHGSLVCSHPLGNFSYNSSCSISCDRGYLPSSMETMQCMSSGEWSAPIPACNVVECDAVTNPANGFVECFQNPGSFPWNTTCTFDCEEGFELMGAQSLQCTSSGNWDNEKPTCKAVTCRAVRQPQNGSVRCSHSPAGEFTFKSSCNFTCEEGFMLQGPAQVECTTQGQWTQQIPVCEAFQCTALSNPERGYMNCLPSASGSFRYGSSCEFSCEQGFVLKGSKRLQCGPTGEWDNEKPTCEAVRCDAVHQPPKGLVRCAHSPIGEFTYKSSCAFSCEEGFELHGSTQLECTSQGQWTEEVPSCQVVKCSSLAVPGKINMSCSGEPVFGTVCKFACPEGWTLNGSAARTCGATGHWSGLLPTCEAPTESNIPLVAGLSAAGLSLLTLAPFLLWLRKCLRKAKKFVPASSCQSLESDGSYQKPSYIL
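System: HUVEC, human umbilical vein endothelial cells; quantity: 3,000 cells/well; buffer or medium: EGM-2 medium, gelatin-coated wells; dosing: single-point compound dose; detection: immunofluorescence imaging; evaluation: % PE-positive cells; benchmarks: TNF-alpha, DMSO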
RAD52 anneal inh: RAD52 DNA annealing inhibitors, primary screen, biochemical, FRET, single point, set 2 | DNA repair protein RAD52 homolog (Homo sapiens), P43351 | recombinant RAD52 DNA annealing, FRET fluorescence | inhibition, % at 18.7 µM | 0.46% of 360,000 active;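 active means every replicate showing at least 50% inhibition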
Target sequence (P43351 whole entry, looked up): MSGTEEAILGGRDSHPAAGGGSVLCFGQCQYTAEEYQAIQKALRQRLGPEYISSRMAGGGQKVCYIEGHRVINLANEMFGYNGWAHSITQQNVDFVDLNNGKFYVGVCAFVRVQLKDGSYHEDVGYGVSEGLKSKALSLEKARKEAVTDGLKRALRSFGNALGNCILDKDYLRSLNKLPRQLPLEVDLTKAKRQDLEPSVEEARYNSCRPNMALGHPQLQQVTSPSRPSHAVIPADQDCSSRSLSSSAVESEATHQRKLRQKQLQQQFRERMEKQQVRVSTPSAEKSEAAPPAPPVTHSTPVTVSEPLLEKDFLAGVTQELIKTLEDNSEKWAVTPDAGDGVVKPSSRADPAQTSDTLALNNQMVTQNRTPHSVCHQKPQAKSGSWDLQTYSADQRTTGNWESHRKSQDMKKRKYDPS
EWS-Fli block: EWS/Fli-driven NR0B1 reporter inhibitors, primary screen, A673 cells, NR0B1 luciferase, luminescence, MLPCN library | viability-normalised | inhibition, % at 12.6 µM | 0.67% of 350,000 active | AID 651661, 2012;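 active means mean inhibition of at least 50% after viability correction, with every replicate also passing that limit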;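 further: firefly luciferase signal divided by Alamar Blue viability fluorescence both relative to DMSO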
Xi reactivation: activators of inactive X chromosome reactivation, primary screen, imaging, XiGFP fibroblasts, GFP high-content imaging, set 2; XiGFP mouse fibroblasts, % GFP-positive cells imaging, 3 d; cells co-treated with 5-aza-dC sensitizer; scaled so ellipticine positive control = 100%; activation, % at 7.58 µM; 0.055% of 360,000 active; AID 743238, 2013;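 active means mean normalized replicate activation at least 10% and every replicate at or above 10%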;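 further: 0% = median of on-plate neutral control wells and 100% = ellipticine 6 µM median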
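material = 68-5-11 XiGFP fibroblast line | medium = DMEM plus 5-aza-dC sensitizer | schedule = 3 days compound exposure | benchmarks = positive control ellipticine, 6 µM final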
S100A4 inh HTS: inhibitors of S100A4-myosin IIA peptide binding, primary screen, biochemical, fluorescence polarization, TAMRA-MyoIIA peptide; Protein S100-A4 (Homo sapiens), P26447; inhibition, % at 10.7 µM; 0.14% of 360,000 active; AID 652163, 2013;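 active means mean inhibition of at least 70% across replicates, with every replicate also reaching that level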
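Test system: S100A4 monomer protein; Medium: HEPES pH 7.2 with CaCl2, KCl, NaCl, DTT, Triton; Probe or stimulus: TAMRA-labelled myosin IIA heavy-chain peptide probe, 5 nM; Doses: one dose per compound; Times: polarization read 5 min after assay mix addition, stable 5–60 min; Benchmarks: neutral control DMSO, positive control TFP.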
Numbers without * were called inactive; . = no result given.

1. C/C=C/c1cnc2c(c1)C(=O)N([C@H](C)CO)C[C@H](C)[C@@H](CN(C)Cc1cncnc1)O2
2. O=C(C[C@@H]1CC[C@@H]2NC[C@@H](O)COC[C@H]2O1)NCc1ccc(Oc2ccccc2)cc1
3. COc1cccc(NC(=O)CN(C)CC(=O)Nc2ccc3c(c2)OCO3)c1
4. CC(C)N(Cc1ccccc1)C(=O)COc1ccccc1
5. Cc1ccc(NC(=S)N(Cc2ccco2)C2CCN(C(C)C)CC2)cc1
6. CCOC(=O)c1[nH]c(C)c(C(=O)OCC(=O)NCc2ccc(OC)cc2)c1C
7. O=C(c1ccc(F)cc1)N(Cc1ccco1)C1CCS(=O)(=O)C1 (configuration not stated)
8. CCCc1ccc2oc(C(=O)NCCN3CCCC(O)C3)c(C)c2c1 (configuration not stated)

assay / entry,1,2,3,4,5,6,7,8
FN deposit inh,-2,6,-8,-9,3,7,0,-8
esBAF inh,-9,-1,5,1,.,2,.,.
RAD54 inh,0,4,-1,-6,-10,5,5,2
E-selectin induc,0.1,0.0,0.1,0.5,-0.1,-1.2,-0.4,.
RAD52 anneal inh,9,13,1,-5,.,-36,0,-11
EWS-Fli block,9,-6,4,0,.,0,.,-37
Xi reactivation,-0.4,0.1,0.2,0.1,0.0,-0.1,-0.1,0.0
S100A4 inh HTS,0,-6,-6,-7,.,5,-5,-7

9. Cc1ccc(C(C(=O)NC2CCCC2)N(Cc2ccccc2)C(=O)c2csnn2)o1 (configuration not stated)
10. COc1ccc(S(=O)(=O)N(C)C[C@@H]2Oc3ccc(NC(=O)Cn4cnnn4)cc3CC(=O)N([C@@H](C)CO)C[C@@H]2C)cc1
11. CCCN(C)C[C@H]1Oc2cc(C#CC(C)(C)O)ccc2S(=O)(=O)N([C@@H](C)CO)C[C@H]1C
12. O=C(c1cccc(F)c1)N1C[C@@H]2[C@H](c3ccccc31)[C@H](CO)N2C(=O)C1CC1
13. O=C(O)CSCC(=O)N1CCCCC1
14. S=C(NC1CC1)SCc1ccco1
15. CCOC(=O)C1CCN(S(=O)(=O)c2ccc3[nH]c(=O)ccc3c2)CC1
16. O=c1cc(-c2ccc(O)cc2)oc2c(-c3c(O)cc(O)c4c(=O)cc(-c5ccc(O)cc5)oc34)c(O)cc(O)c12

assay / entry,9,10,11,12,13,14,15,16
FN deposit inh,-3,.,6,-5,-4,-13,1,.
esBAF inh,1,2,-2,-4,.,6,0,1
RAD54 inh,13,-2,2,-9,.,-7,-7,-18
E-selectin induc,-0.2,-15,0.1,0.0,1.8,.,-0.8,.
RAD52 anneal inh,-1,-24,2,2,-2,-15,-4,-14
EWS-Fli block,0,0,1,-5,-17,9,14,-1
Xi reactivation,0.0,-0.1,-0.7,0.1,0.2,0.2,0.0,.
S100A4 inh HTS,6,3,-1,6,-3,-5,5,-6

Next part, overlapping the part above by 4 compounds.
13. O=C(O)CSCC(=O)N1CCCCC1
14. S=C(NC1CC1)SCc1ccco1
15. CCOC(=O)C1CCN(S(=O)(=O)c2ccc3[nH]c(=O)ccc3c2)CC1
16. O=c1cc(-c2ccc(O)cc2)oc2c(-c3c(O)cc(O)c4c(=O)cc(-c5ccc(O)cc5)oc34)c(O)cc(O)c12
17. COc1ccc(NC(=O)C(CCSC)NC(N)=O)cc1Cl (configuration not stated)
18. Nc1cc2[nH]c(=O)c3ccccc3c2cc1Br
19. CC(=O)N(Cc1ccccc1C)c1cccc(C)c1C
20. CCN(CC)CCCN(CC(=O)N(C)Cc1ccccc1)C(=O)c1ccc([N+](=O)[O-])cc1
21. O=C(NCc1nnnn1-c1ccc(F)c(F)c1)C(=O)c1c[nH]c2ccccc12
22. O=C(CCCN1CCC(O)(c2ccc(Br)cc2)CC1)c1ccc(F)cc1
23. COc1ccc(CC(NC(C)=O)C(=O)N2CCN(C(=O)N(C(C)C)C(C)C)CC2)cc1 (configuration not stated)
24. O=C(C[C@@H]1C[C@H]2c3cc(NC(=O)c4cccnc4)ccc3O[C@H]2[C@H](CO)O1)NCc1ccc(Oc2ccccc2)cc1

assay / entry,13,14,15,16,17,18,19,20,21,22,23,24
FN deposit inh,-4,-13,1,.,12,13,8,-1,-7,-6,.,-10
esBAF inh,.,6,0,1,.,-8,6,-2,.,-11,0,-19
RAD54 inh,.,-7,-7,-18,.,.,-19,0,-2,1,-1,-16
E-selectin induc,1.8,.,-0.8,.,3.9,4.1,-1.1,.,0.3,-0.3,.,0.5
RAD52 anneal inh,-2,-15,-4,-14,-6,3,-18,-17,-40,6,-4,-26
EWS-Fli block,-17,9,14,-1,2,-21,5,4,1,13,-12,38
Xi reactivation,0.2,0.2,0.0,.,0.2,0.0,0.0,0.3,-0.1,0.1,.,0.1
S100A4 inh HTS,-3,-5,5,-6,-8,-30,22,-3,6,-1,1,-5

Two entries drawn at random from the list so far, as already listed:
17. COc1ccc(NC(=O)C(CCSC)NC(N)=O)cc1Cl (configuration not stated)
24. O=C(C[C@@H]1C[C@H]2c3cc(NC(=O)c4cccnc4)ccc3O[C@H]2[C@H](CO)O1)NCc1ccc(Oc2ccccc2)cc1

assay / entry,17,24
FN deposit inh,12,-10
esBAF inh,.,-19
RAD54 inh,.,-16
E-selectin induc,3.9,0.5
RAD52 anneal inh,-6,-26
EWS-Fli block,2,38
Xi reactivation,0.2,0.1
S100A4 inh HTS,-8,-5

Carrying on:
25. CCC(=O)Nc1nc(C)c(-c2csc(Nc3ccc(C(=O)O)cc3)n2)s1
26. Cc1c(C(=O)N2CCCC2(C)C(=O)NCC(C)C)oc2ccccc12 (configuration not stated)
27. CN(C)CCCNC(=O)C[C@@H]1CC[C@@H](NS(=O)(=O)c2ccc(F)cc2)[C@H](CO)O1
28. CCSc1nc2c([nH]1)c(=O)n(C)c(=S)n2C
29. CCOC(=O)C1CCN(C(=O)CCNS(=O)(=O)c2ccc(C)cc2)CC1
30. CC(C)(C)c1ccc(C(=O)NC(=S)NNC(=O)c2cccs2)cc1
31. Cc1ccc(S(=O)(=O)N2C[C@H]3[C@H]4C(=O)N(c5ccccc5)C(=O)[C@H]4CC(=O)[C@H]3[C@@H]2c2ccccc2)cc1
32. CCc1ccc(CNC(=O)c2nn(C)c3c2CS(=O)(=O)c2ccccc2-3)cc1

assay / entry,25,26,27,28,29,30,31,32
FN deposit inh,-3,2,.,-4,-45,-5,-2,-4
esBAF inh,-5,5,-1,9,-2,.,-10,6
RAD54 inh,-2,1,1,-4,-11,-10,5,1
E-selectin induc,0.0,-0.3,-0.2,.,.,0.2,-0.1,0.0
RAD52 anneal inh,-15,-6,-8,-9,3,.,-2,4
EWS-Fli block,1,7,-6,-3,-4,.,-4,.
Xi reactivation,0.0,0.2,0.6,0.0,0.4,0.1,0.0,0.0
S100A4 inh HTS,-2,14,0,0,2,.,-4,-4

33. CCOc1ccc(C(=O)N2CCCC(c3nc(-c4ccc(C)o4)no3)C2)cc1 (configuration not stated)
34. CCOc1cccc(/C=N/NC(=O)c2cccnc2)c1O
35. C[C@H]1CN([C@@H](C)CO)C(=O)c2cccc(NS(=O)(=O)c3ccccc3)c2O[C@@H]1CN(C)Cc1ccc(C(=O)Nc2ccccc2N)cc1
36. COc1ccc2ccc(=O)oc2c1CC=C(C)C
37. Cc1cc(C)n(C(=O)CNC(=O)c2ccccc2Br)n1
38. CC1CCCCN1C(=O)/C=C/c1ccccc1[N+](=O)[O-] (configuration not stated)
39. COc1cc(Oc2ccccc2)nc(N)n1
40. COc1ccc(-n2c(SCC(=O)Nc3nccs3)nc3c(c2=O)SC(C)C3)cc1 (configuration not stated)

assay / entry,33,34,35,36,37,38,39,40
FN deposit inh,-1,14,.,.,-14,0,2,2
esBAF inh,5,-3,.,-9,2,.,.,2
RAD54 inh,3,14,.,-3,-3,.,.,-2
E-selectin induc,2.1,0.7,0.8,.,.,3.5,10,.
RAD52 anneal inh,-25,-3,-1,-7,2,-7,-20,-12
EWS-Fli block,-5,13,10,-8,.,-2,-16,-7
Xi reactivation,-0.1,0.2,0.2,.,0.0,0.1,0.0,0.1
S100A4 inh HTS,-6,2,-5,3,-4,-2,5,-1

41. O=C(C[C@@H]1CC[C@H]2[C@@H](COC[C@@H](O)CN2Cc2cccc(-c3ccncc3)c2)O1)N1CCCCC1
42. C/C(CS(=O)(=O)c1ccc(Cl)cc1)=N/NC(N)=S
43. Cn1c(=O)n(C)c2cc(S(=O)(=O)NCC(=O)O)ccc21
44. Cc1nn(Cc2cccc(C(=O)Nn3cc([N+](=O)[O-])cn3)c2)c(C)c1[N+](=O)[O-]
45. C[C@@H]1CN([C@H](C)CO)C(=O)Cc2cc(NC(=O)Cc3cn(C)c4ccccc34)ccc2O[C@H]1CN(C)C(=O)Nc1ccc(F)cc1
46. O=[N+]([O-])c1cc(F)cc(F)c1Nc1ccc(F)cc1
47. Cc1cc(C)cc(NCCC#N)c1
48. CC(C)CNC(=O)C(=O)NCC1CCCN1S(=O)(=O)c1cccs1 (configuration not stated)
49. COc1ccc(Cl)cc1NC(=O)NN1CCN(C)CC1

assay / entry,41,42,43,44,45,46,47,48,49
FN deposit inh,6,.,8,-4,.,2,-3,-5,1
esBAF inh,9,8,3,-4,-2,1,.,-1,.
RAD54 inh,-2,0,-3,4,.,-7,.,1,-5
E-selectin induc,0.0,.,-0.8,0.0,0.2,.,-1.3,-1.9,-0.2
RAD52 anneal inh,12,-8,-7,-6,-5,-3,-2,-23,-5
EWS-Fli block,-3,2,-7,-11,1,-1,2,-2,-2
Xi reactivation,0.0,0.0,0.0,-0.1,-0.7,0.0,-0.1,-0.2,0.2
S100A4 inh HTS,8,1,-2,2,-1,-2,-1,-2,-2

Screens as filed in PubChem.
